KCNH2 3.1 block: qHTS for Inhibitors of KCHN2 3.1: Mutant qHTS | hit rate 0.95% among 340,000 | activity change, % (tested at about 1.8 µM) | U2OS KCNH2 3.1, thallium flux FluxOr; stronger effect = lower value | Potassium voltage-gated channel subfamily H member 2, brain isoform KCNH2 3.1 (human);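 active means maximum activity change below -70%; inconclusive means maximum activity change from -70% to -50%; inactive means maximum activity change above -50%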;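 further: thallium influx rate constant from kinetic fluorescence after stimulation buffer; on the % scale 0 is the no-effect control and ±100 the full control effect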
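FluxOr-based Tl+ influx in U2OS cells transduced with KCNH2 3.1 virus; rate constants normalized to DMSO controls.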
Coupling enz: qHTS Assay for Inhibitors of Fructose-1,6-bisphosphate Aldolase from Giardia Lamblia: Coupling assay counterscreen | hit rate 0.67% among 290,000 | activity change, negative = inhibition, % at 58.2 µM, hits read low | coupling enzyme system counterscreen, AmpLite Red fluorescence; in the data active means activity change below about -30%; further: on the % scale 0 is the no-effect control and ±100 the full control effect
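Fluorescence at 525 nm excitation and 598 nm emission measured inhibition of the coupled detection system without aldolase. Compounds (at 57.5 uM final) were preincubated 10 min at room temperature with coupling enzyme reagent before a 20 min substrate/AmpLite Red step.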
FLuc counter: qHTS profiling assay for firefly luciferase inhibitor/activator using purifed enzyme and Km concentrations of substrates (counterscreen for miR-21 project) | Luciferin 4-monooxygenase (Photinus pyralis), P08659 | purified FLuc, Km substrates, luminescence inhibition | Potency, µM (top dose mostly 57.5 µM), inactives show top-dose activity change, negative = inhibition, most hits filed as inhibitors | hit rate 6.9% among 360,000;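 further: potency means the concentration at half of the fitted maximal effect; plate controls were vehicle for no effect and reference inhibitor for full effect; nearly all actives have a fitted effect of over 55% in size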
Target sequence (P08659 whole entry, looked up): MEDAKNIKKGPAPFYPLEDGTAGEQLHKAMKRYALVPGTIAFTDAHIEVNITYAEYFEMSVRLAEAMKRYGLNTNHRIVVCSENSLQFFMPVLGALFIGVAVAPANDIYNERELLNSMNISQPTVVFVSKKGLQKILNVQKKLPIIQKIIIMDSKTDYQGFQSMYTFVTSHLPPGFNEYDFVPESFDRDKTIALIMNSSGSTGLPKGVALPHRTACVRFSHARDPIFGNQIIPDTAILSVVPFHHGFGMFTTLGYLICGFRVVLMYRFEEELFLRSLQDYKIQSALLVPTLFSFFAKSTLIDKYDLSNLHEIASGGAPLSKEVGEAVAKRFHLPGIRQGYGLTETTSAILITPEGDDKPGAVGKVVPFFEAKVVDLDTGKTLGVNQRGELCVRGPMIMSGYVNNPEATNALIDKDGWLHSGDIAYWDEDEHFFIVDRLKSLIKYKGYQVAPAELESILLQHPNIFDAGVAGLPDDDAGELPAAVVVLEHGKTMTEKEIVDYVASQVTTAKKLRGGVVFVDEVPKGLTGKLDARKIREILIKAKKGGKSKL
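Purified P. pyralis luciferase, 10 nM final, with Km-level 10 uM D-luciferin and 10 uM ATP in 50 mM Tris acetate pH 7.5, 10 mM Mg acetate, 0.01% Tween-20, 0.05% BSA; 6-point qHTS titration about 60 µM downward; luminescence read.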
Gal4-VP16 FLuc: VP16 counterscreen qHTS for inhibitors of ROR gamma transcriptional activity. Drosophila S2 Gal4-VP16 UAS-luciferase, luminescence, 20 h. Potency, µM (titrated, usually from 53.6 µM), for inactives: at the top dose activity, negative = inhibition, usual class: inhibitors. hit rate 3.5% among 310,000;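 further: Gal4-VP16 expression switched on by copper sulfate through the metallothionein promoter; potency means the concentration at half of the fitted maximal effect; on the % scale 0 is the no-effect control and ±100 the full control effect; nearly all actives have a fitted effect of over 50% in size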
Giardia killer: Small Molecules that selectively kill Giardia lamblia: qHTS. activity change, % at 7.66 µM, hits read low. Giardia lamblia trophozoite viability. AID 540267, 2011. hit rate 0.15% among 340,000; in the data active means activity change below about -80%; inconclusive means between about -30% and that limit;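 further: parasites exposed to compound for two days anaerobically before the ATP read; on the % scale 0 is the no-effect control and ±100 the full control effect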
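Luminescent ATP signal served as the viability read-out, measured 15-30 min after adding ATP detection reagent to trophozoites that had been incubated with compounds for 48 hrs at 37 deg C anaerobically at 100 cells/well.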
Rab9 promoter act: qHTS Assay for Rab9 Promoter Activators; Huh7 Rab9 promoter-luciferase reporter, luminescence, 24 h; Potency, µM (titrated, usually from 9.22 µM), inactives show top-dose activation, negative = inhibition, actives largely listed as activators; hit rate 2.8% among 320,000; further: potency means the concentration at half of the fitted maximal effect; % of control where 0% means no effect; nearly all actives have a fitted effect of over 60% in size
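Luciferase signal after 10 min detection reagent at ambient indicates Rab9 promoter upregulation; stably transfected Huh7 cells were treated 24 h with compound in DMSO at 37 °C, 5% CO2.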
ELG1 genotoxic: qHTS screen for small molecules that induce genotoxicity in human embryonic kidney (HEK293T) cells expressing luciferase-tagged ELG1; HEK293T ELG1-luciferase reporter, luminescence, 16 h; Potency, µM (highest dose often 46 µM), without a hit: at the highest dose activity change, positive = activation, usual class: activators; hit rate 1.3% among 330,000; further: potency means the concentration at half of the fitted maximal effect; % of control where 0% means no effect; nearly all actives have a fitted effect of over 60% in size
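Reporter readout depends on ELG1 protein level, which increases with genetic stress. After 16 hr compound exposure at 37 °C, luciferase activity was quantified using ONE-Glo.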
uPA surface inh: qHTS for Inhibitors of Cell Surface uPA Generation | cell surface uPA generation assay, qHTS | Potency, µM (titrated, usually from 38.3 µM), for the others: at the highest dose activity change, negative = inhibition, most hits filed as inhibitors | hit rate 0.31% among 330,000 | AID 540303, 2011; active means well fitted inhibition curve with a large enough effect; inconclusive means small, poorly fitted or top-dose-only effect; inactive means no such curve, though single readings can be large or run the other way; tested in mouse RAW 264.7 cells; further: potency means the concentration at half of the fitted maximal effect; on the % scale 0 is the no-effect control and ±100 the full control effect; nearly all actives have a fitted effect of over 55% in size
NPC1 prom act: qHTS Assay for NPC1 Promoter Activators; Huh7 NPC1 promoter luciferase reporter, 24 h; Potency, µM (series often up to 9.22 µM), for inactives: top-dose activation, actives largely listed as activators; hit rate 2.4% among 320,000;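 further: potency means the concentration at half of the fitted maximal effect; % of control where 0% means no effect; nearly all actives have a fitted effect of over 60% in size; reporter is driven by a mutant NPC1 promoter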
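Luminescence read-out of NPC1 promoter-driven luciferase in stably transfected Huh7 cells; compounds delivered in DMSO and left 24 h at 37C, 5% CO2, qHTS titration format.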
Tb PFK inh: qHTS Assay to Find Inhibitors of T. brucei phosphofructokinase. ATP-dependent 6-phosphofructokinase (Trypanosoma brucei brucei), O15648. T. brucei PFK, ADP-Glo luminescence. Potency, µM (titrated, usually from 57.5 µM), inactives show at the highest dose activity, negative = inhibition, hits mostly inhibitors. hit rate 0.17% among 330,000. AID 485367, 2010;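 further: potency means the concentration at half of the fitted maximal effect; 0% = uninhibited 1x PFK enzyme wells and -100% = no-enzyme wells; nearly all actives have a fitted effect of over 60% in size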
Target sequence (O15648 whole entry, looked up): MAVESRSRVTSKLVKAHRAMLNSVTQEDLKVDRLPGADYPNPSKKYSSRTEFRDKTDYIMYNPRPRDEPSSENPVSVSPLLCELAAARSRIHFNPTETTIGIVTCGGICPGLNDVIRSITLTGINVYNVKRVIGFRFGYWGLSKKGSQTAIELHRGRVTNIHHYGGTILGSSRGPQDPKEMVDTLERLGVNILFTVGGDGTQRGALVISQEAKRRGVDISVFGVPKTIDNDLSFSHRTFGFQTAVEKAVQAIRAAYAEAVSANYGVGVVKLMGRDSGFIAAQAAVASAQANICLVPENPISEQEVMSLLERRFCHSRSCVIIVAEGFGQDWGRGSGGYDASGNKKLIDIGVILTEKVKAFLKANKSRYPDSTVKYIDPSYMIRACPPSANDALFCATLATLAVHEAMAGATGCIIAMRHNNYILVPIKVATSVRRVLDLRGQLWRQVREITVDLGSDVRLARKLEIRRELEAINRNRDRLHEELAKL
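1.25 nM PFK with 0.5 mM F6P and 0.1 mM ATP in 0.1 M TEA pH 8.0, 5 mM MgCl2, incubated 45 min at room temperature; ADP measured by ADP-Glo luminescence; compounds titrated up to 57 uM.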
RORg inh: qHTS for inhibitors of ROR gamma transcriptional activity. Potency, µM (highest dose often 53.6 µM), for inactives: top-dose activity change, negative = inhibition, hits mostly inhibitors. AID 2551, 2010. Drosophila S2 Gal4-RORgamma UAS-luciferase reporter, 20 h. hit rate 5.4% among 310,000. Nuclear receptor ROR-gamma (Mus musculus), P51450; further: potency means the concentration at half of the fitted maximal effect; on the % scale 0 is the no-effect control and ±100 the full control effect; nearly all actives have a fitted effect of over 60% in size
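Using a luciferase readout, inhibitors were identified by reduced reporter activity in Drosophila cells coexpressing a copper-inducible Gal4–ROR gamma fusion and UAS-driven Photinus luciferase, incubated 20 hr after 700 uM copper sulfate.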
* = called active by the depositor; ? = inconclusive; nt = not tested or not shown; & = joins results of further samples; [ ] = remark or other dose. Unless noted, the call rests on the fitted dose curve; in most records, active means well fitted curve in the direction sought with a large enough effect; inconclusive means small, poorly fitted or top-dose-only effect, or another doubt; inactive means no such curve, though single readings can be large; an effect the other way counts as inactive or inconclusive.

Every second line gives: NPC1 prom act | Rab9 promoter act | KCNH2 3.1 block | FLuc counter | Gal4-VP16 FLuc | ELG1 genotoxic | Giardia killer | uPA surface inh | Coupling enz | RORg inh | Tb PFK inh
COc1cccc(C(=O)C2CCCN(CC3=Cc4cc(OC)ccc4OC3)C2)c1 (stereo unspecified)
    1% | 12% | 21 | -3% | -4% | -2% | 2 | -3% | 0 | 32% | 7%
O=C(Cn1nnc2ccccc21)c1ccc([N+](=O)[O-])cc1
    17% | 19% | -4 | -13% | -25% | 2% | -14 | 1% | 1 | 12% | 1%
O=C(NCc1ccccc1)C1CCCN(S(=O)(=O)c2cccc3nonc23)C1 (stereo unspecified)
    -5% | 1% | -13 | -1% | -1% | 0% | 21 | 2% | 1 | 17% | 0%
O=C(Nc1ccccc1)C1COc2ccccc2O1 (stereo unspecified)
    25% | 10% | -10 | -15% | 19% | 16% | -5 | 8% | 0 | 34% | 0%
Cc1cnc(NC(=O)Nc2ccc(Cl)cc2)s1
    14% | -31%[inhibitor] | 8 | 4.8µM* | -7% | ? | 2 | 2.2µM* | -1 | ? | -8%
CC(Sc1nc2ccccc2c(=O)n1CC1CCCO1)C(=O)N(C)Cc1ccccc1 (stereo unspecified)
    -2% | -1% | -13 | 1% | nt | -3% | -3 | -5% | nt | nt | 5%
COCc1c(Br)c(C)nc2sc3c(=O)[nH]nnc3c12
    -4% | -9% | 12 | -5% | -4% | 1% | 17 | -4% | -2 | -13% | -6%
COc1cccc(NC(=O)COc2coc(CN3CCc4ccccc4C3)cc2=O)c1
    -3% | -3% | 8 | 0% | nt | 12% | 9 | 0% | nt | nt | -2%
O=C(NCc1cccnc1)c1cccc(S(=O)(=O)N2CCCC2)c1
    -1% | -1% | 2 | 0% | -6% | -4% | 31[activator] | -2% | 1 | -6% | 2%
COc1cccc(N(C(=O)Cn2nnc(-c3ccc(C)o3)n2)C(C(=O)NC2CCCC2)c2ccncc2)c1 (stereo unspecified)
    -9% | -4% | 2 | -2% | 1% | 5% | -28 | -1% | 1 | 0% | -2%
CN(C)CCCNc1nc(N)c([N+](=O)[O-])c(NCCO)n1
    2% | 2% | -15 | 0% | 5% | -1% | 4 | 2% | -1 | -11% | 1%
N#CC(c1cccc(Cl)c1)c1ccc2c(C(F)(F)F)cc(C(F)(F)F)nc2n1 (stereo unspecified)
    nt | nt | -1 | ? | 4µM* | nt | -13 | -11% | 0 | 5µM* | nt
CC(=O)Nc1ccc(S(=O)(=O)Nc2ccccn2)cc1
    -3% | 1% | 6 | 0% | -12% | -1% | -21 | -3% | 3 | 0% | -3%
O=C(Cn1cnc(S(=O)(=O)N2CCCC2)c1)Nc1cccc(F)c1
    -2% | 6% | 6 | -2%&2% | 0% | 0% | -8 | 11% | nt | -16% | 5%
COc1cccc(C(=O)CC(=O)C(=O)Nc2cccc([N+](=O)[O-])c2C)c1
    19% | 7% | -11 | -2% | ? | 7% | -14 | -8% | 2 | 14µM* | ?
COc1ccccc1C1/C(=C(\O)c2ccc3c(c2)OCCO3)C(=O)C(=O)N1CCCn1ccnc1 (stereo unspecified)
    2% | 0% | 7 | 3% | -1% | 5% | 15 | 3% | 9 | 1% | -8%
CC(C)c1ccc(NC2CCCN(C(=O)c3cccc(N4CCNC4=O)c3)C2)cc1 (stereo unspecified)
    -5% | -4% | -19 | 1% | -5% | -8% | 12 | 2% | 1 | 27% | -1%
COc1cccc(CNC(=O)CN2C(=O)CC(c3ccccc3)=Nc3ccccc32)c1
    -3% | -9% | -25 | -7% | -6% | -3% | -3 | 4% | 4 | 25% | -4%
CC(C)CNC(=O)NC(=O)CSc1nc2ccccc2n1CC(C)C
    0% | -2% | 11 | 2% | 0% | -8% | 4 | 3% | 1 | -1% | 2%
COc1ccc2nc(/N=C(\N)NC(=O)C(C)(C)C)nc(C)c2c1
    ? | ? | 5 | ? | -11% | 3% | -5 | -1% | 2 | -39% | 8%
COC(=O)[C@H](Cc1ccccc1)NC(=O)NCc1ccc(S(N)(=O)=O)cc1
    0% | -2% | 12 | 5% | -9% | 3% | -1 | 2% | -1 | 0% | 0%
CC(=O)Nc1ccc(S(=O)(=O)NC2(C(F)(F)F)NC(=O)N(CC(C)C)C2=O)cc1 (stereo unspecified)
    -4% | 0% | -1 | -5% | 7% | 4% | -8 | 4% | 0 | 12% | 6%
O=C(Nc1ccc(S(=O)(=O)NCC2CCCO2)cc1)c1ccccc1 (stereo unspecified)
    -11% | -5% | 10 | 5% | ? | -4% | -1 | 1% | 0 | ? | 3%
CCOC(=O)C(Nc1ccc2ccccc2c1)C(=O)OCC
    0% | 7% | 2 | ? | -6% | 0% | 9 | -3% | 3 | 1% | 3%
CC(CCc1ccccc1)NC(=O)C(=O)c1c[nH]c2ccccc12 (stereo unspecified)
    -1% | -2% | 13 | ? | -14% | 0% | 10 | 7% | nt | -12% | 1%
CCOc1ccc2oc(C(=O)NCc3nc4ccccc4[nH]3)c(C)c2c1
    3% | 3% | 12 | 1% | -1% | -5% | -9 | 3% | 7 | 17% | -11%
Cc1ccc(S(=O)(=O)N(C(=N)N)c2nc(N(C)C)nc(N(C)C)n2)cc1
    -3% | -1% | nt | -1% | -1% | -4% | nt | nt | 1 | 17% | 0%
O=C1Nc2cc(Cl)c(Cl)cc2N(O)N1c1ccccc1
    -1% | -4% | 4 | -16% | -4% | 2% | -5 | 10% | 3 | ? | 20%
Cc1ccc(C(=O)NNC(=O)c2ccc(NS(=O)(=O)c3cccs3)cc2)o1
    0% | -4% | 0 | 6% | nt | 0% | 13 | 1% | nt | nt | -5%
Cc1ccc(NC(=O)CSc2nnc3ccc(-c4cccnc4)nn23)cc1
    1% | -8% | -2 | -4% | nt | 3% | -18 | -1% | nt | nt | 1%

Compound profiles, from the list above:
Cc1ccc(S(=O)(=O)N(C(=N)N)c2nc(N(C)C)nc(N(C)C)n2)cc1 reads NPC1 prom act = -3%; Rab9 promoter act = -1%; KCNH2 3.1 block = nt; FLuc counter = -1%; Gal4-VP16 FLuc = -1%; ELG1 genotoxic = -4%; Giardia killer = nt; uPA surface inh = nt; Coupling enz = 1; RORg inh = 17%; Tb PFK inh = 0%
Cc1ccc(NC(=O)CSc2nnc3ccc(-c4cccnc4)nn23)cc1 reads NPC1 prom act = 1%; Rab9 promoter act = -8%; KCNH2 3.1 block = -2; FLuc counter = -4%; Gal4-VP16 FLuc = nt; ELG1 genotoxic = 3%; Giardia killer = -18; uPA surface inh = -1%; Coupling enz = nt; RORg inh = nt; Tb PFK inh = 1%

(next part)
Every second line gives: NPC1 prom act | Rab9 promoter act | KCNH2 3.1 block | FLuc counter | Gal4-VP16 FLuc | ELG1 genotoxic | Giardia killer | uPA surface inh | Coupling enz | RORg inh | Tb PFK inh
FC(F)(F)c1cnc(COc2ccc(Cl)cc2Cl)c(Cl)c1
    0% | 1% | -6 | ? | 3% | 6% | -9 | -1% | 6 | 4% | 0%
C[C@@]12CCC=C[C@H]1[C@H](c1ccc3ccccc3c1Br)N(Cc1ccccc1)C2=O
    -4% | -1% | 5 | 1% | 9% | -1% | -4 | ? | -13 | 3% | -2%
CCC(=O)N1CCc2cc(S(=O)(=O)N3CCN(c4ccccc4Cl)CC3)ccc21
    -14% | 5% | -16 | 3% | -4% | -1% | -2 | 3% | nt | -5% | 0%
Cc1cc(NC(=O)c2cc(C)on2)no1
    4% | 1% | -5 | -1% | 0% | 15% | 8 | nt | 2 | 28% | -3%
COc1ccc(/C=C/C(=O)NC(=S)NNC(=O)c2cccnc2)cc1OC
    -3% | -1% | 16 | 1% | -5% | 1% | 3 | -7% | 0 | 1% | -4%
O=C(Nc1cccc(NC(=O)c2ccc(F)cc2)c1)c1ccc(F)cc1
    1% | 14% | 8 | -2% | -4% | 7% | 0 | 33%[activator] | 0 | -14% | -1%

From PubChem
